From PubChem
hiPSC survival: enhancers of human iPSC single-cell survival | hiPSC single-cell survival, ATPlite luminescence; 100% = ROCK inhibitor wells, 0% = DMSO | survival enhancement, % at 20 µM | actives 0.044% (n = 360,000) | AID 602274; in the data active means survival enhancement above about 18%;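 further: cells exposed to compounds for 16 hours before the ATP read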
ABCB6 inh 2: inhibitors of human ABC transporter ABCB6 | fluorescence ratio to DMSO, % at 10 µM | AID 602162 | K562-ABCB6 porphyrin accumulation, flow cytometry, 1 h; active compounds read low | Q9NP58 | actives 0.19% (n = 360,000);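 active means fluorescence ratio to DMSO below 75%, the collection mean minus 3 SD; inconclusive means too few cells collected in the well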;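 further: signal is porphyrin accumulated inside mitochondria; 100% equals median channel fluorescence of DMSO control wells; lower ratio means ABCB6 inhibition with less porphyrin fluorescence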
Glyco luc inh: N-linked glycosylation inhibition; D54 ERlucT glycosylation luciferase reporter, 24 h; percent of 100 nM tunicamycin response; actives 0.23% (n = 360,000); reporter increase, % at 12.5 µM; AID 588692;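 active means mean luciferase reporter signal, scaled so untreated is 0 and the glycosylation-blocking control 100, at or above a set limit in every replicate; inconclusive means mean reaches the limit but not every replicate does; inactive means mean below the limit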;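 further: luciferase carries N-glycosylation sites so blocking glycosylation raises the light; 0% = median of neutral control wells and 100% = median of 100 nM tunicamycin wells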
m5-HT2A agonist: mouse HTR2A agonism via beta-arrestin recruitment. P35363. CHO-K1 mHTR2A beta-arrestin complementation, luminescence; percent of 30 µM serotonin response. activation, % at 7.6 µM. actives 0.66% (n = 360,000). AID 624169;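 active means activation above a run cutoff, the mean activation of all tested compounds plus 3 SD, cut at about 14% in these data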;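 further: 0% = plate median of compound wells and 100% = 30 µM serotonin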
Target sequence (P35363 whole entry, looked up): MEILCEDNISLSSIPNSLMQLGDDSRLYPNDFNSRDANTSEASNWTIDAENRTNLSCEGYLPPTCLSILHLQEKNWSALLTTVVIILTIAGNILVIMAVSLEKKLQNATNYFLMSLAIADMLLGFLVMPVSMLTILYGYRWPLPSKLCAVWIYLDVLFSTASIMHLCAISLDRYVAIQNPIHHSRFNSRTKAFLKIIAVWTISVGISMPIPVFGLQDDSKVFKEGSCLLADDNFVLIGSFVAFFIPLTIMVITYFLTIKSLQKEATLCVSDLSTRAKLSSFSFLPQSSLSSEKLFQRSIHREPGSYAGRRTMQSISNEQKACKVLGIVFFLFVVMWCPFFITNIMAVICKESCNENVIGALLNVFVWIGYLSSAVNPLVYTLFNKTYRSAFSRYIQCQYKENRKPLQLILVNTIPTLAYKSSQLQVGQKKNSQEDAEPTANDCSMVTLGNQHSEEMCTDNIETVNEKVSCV
aDG glyco act: increases alpha dystroglycan glycosylation; Pro5-aDG cells, alpha-DG glycosylation AlphaScreen (IIH6); 0% Pro5, 100% B10-LARGE cell signal; activation, % at 10 µM; actives 0.22% (n = 360,000); AID 624168;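 active means activation of at least 8% versus controls, or a plate z-score of at least 8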;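 further: Pro5 are CHO cells carrying HIG-tagged alpha-DG that lacks glycosylation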
Exocytosis inh: lytic granule exocytosis inhibition; inhibition, % at 10 µM; actives 0.66% (n = 360,000); TALL-104 LAMP-1 surface exposure, flow cytometry; cells stimulated with thapsigargin and PMA; AID 651702;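 active means inhibition above about 55%, limit read from the data; inconclusive means no clear call, values can overlap the other calls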
MC4R ag barr: human MC4R agonism via beta-arrestin. P32245. U2OS MC4R beta-arrestin complementation, luminescence; percent of melanotan II response, DMSO zero. activation, % at 8.9 µM. actives 0.98% (n = 360,000). AID 540308;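 active means activation above a per-plate cutoff, the mean activation of sample wells on that plate plus 3 SD, cut at about 8% in these data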
Target sequence (P32245 whole entry, looked up): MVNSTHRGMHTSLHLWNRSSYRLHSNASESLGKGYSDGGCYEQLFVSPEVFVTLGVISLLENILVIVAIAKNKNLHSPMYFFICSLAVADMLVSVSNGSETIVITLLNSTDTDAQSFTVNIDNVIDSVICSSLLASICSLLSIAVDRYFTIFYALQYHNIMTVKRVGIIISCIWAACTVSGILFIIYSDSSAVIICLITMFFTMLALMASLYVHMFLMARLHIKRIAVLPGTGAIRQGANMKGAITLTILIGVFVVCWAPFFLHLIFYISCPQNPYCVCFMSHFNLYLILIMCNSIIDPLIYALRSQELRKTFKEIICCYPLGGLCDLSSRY
Cardio protect: myocardial damage modulation in H9c2 cells. H9c2 cardiomyocytes, H2O2 injury protection, ATPLite, 2 h. protection from H2O2 cell death, % at 20 µM. actives 0.63% (n = 360,000);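 active means compounds giving at least 50% protection of heart cells from peroxide-induced death in the single-dose screen, raw or plate-pattern-corrected value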;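 further: 0% = DMSO wells with peroxide and 100% = DMSO wells without peroxide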
MC4R antagonist: blocks human MC4R cAMP signaling; inhibition, % at 6.5 µM; actives 0.48% (n = 360,000); AID 540295; MC4R-expressing cells, MTII-stimulated cAMP, LANCE TR-FRET;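 active means inhibition above its plate's cutoff, the mean of tested wells on that plate plus 3 SD, cut at about 29% in these data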;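 further: 0% = Melanotan II alone and 100% = Melanotan II plus saturating MCL0020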
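Material – human MC4R-expressing U2OS cells · Repeats – no replicates · Detection – TR-FRET with Eu-cAMP and labeled anti-cAMP, 671 nm · Times – compound 30 min, challenge 1 h, detection 1 h · Compound – single nominal compound dose of 6.5 µM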
ABHD5 PLIN5 PPI: ABHD5-PLIN5 protein interaction inhibition | Q00G26+Q8WTS1 | Split G. princeps luciferase complementation, luminescence, 4 h | inhibition, % at 4 µM | actives 0.78% (n = 360,000) | AID 602281;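 active means inhibition above the mean inhibition across every tested compound plus 3 SD, cut at about 22% in these data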;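 further: 0% = DMSO only wells and the 100% control is not disclosed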
Active calls of the source: *; ? = inconclusive; . = not tested or not shown. Compounds were not picked by outcome, and some 4.5% of all compounds hit somewhere here.

SMILES | hiPSC survival | ABCB6 inh 2 | Glyco luc inh | m5-HT2A agonist | aDG glyco act | Exocytosis inh | MC4R ag barr | Cardio protect | MC4R antagonist | ABHD5 PLIN5 PPI
CN1CCN(C(=O)c2cc3c(ccc4ccccc43)oc2=O)CC1 | 0.7 | 88 | -2 | 4 | -0.1 | -2 | 0.4 | -8 | 5 | -2
COc1ccccc1C(=O)NCCC(=O)N1CCN(S(=O)(=O)c2cccc(Cl)c2)CC1 | -3.5 | 102 | 4 | -2 | 0.2 | -3 | -1.0 | -1 | -2 | -9
COc1ccccc1-c1ccc(SCc2ccc(C)cc2)nn1 | -0.1 | 92 | -1 | -4 | 0.3 | 1 | -1.2 | -16 | 1 | -2
Cc1ccc(S(=O)(=O)Nc2ccc3c(c2)C(=O)c2ccccc2-3)cc1 | 0.6 | 101 | 2 | 1 | 0.2 | 3 | . | -1 | . | -3
O=C(CCSCc1ccc(Cl)cc1)NCCc1ccccc1 | 0.7 | 102 | 1 | -2 | 0.1 | -4 | -1.1 | 2 | 2 | 0
O=C(COC(=O)Cc1n[nH]c(=O)c2ccccc12)Nc1ccc(Cl)cc1F | -0.9 | 99 | 0 | -3 | -0.1 | -4 | -1.6 | 56* | 3 | -1
CCOc1ccccc1N1CN(C2CCCCC2)CNC1=S | -0.5 | 94 | -1 | -1 | -0.1 | 1 | -1.5 | -1 | 5 | -12
FC(F)(F)C1=NNC(c2ccc3ccccc3c2)=NN1 | -1.2 | 101 | 1 | -1 | 0.4 | 17 | -0.3 | -2 | -1 | -2
CCC1CCCCN1C(=O)CN1C(=O)c2ccccc2S1(=O)=O (stereo not drawn) | 0.1 | 94 | -2 | -3 | 3.3* | 6 | 4.1 | 1 | -7 | 3
Cc1nn(Cc2ccccc2)c(C)c1NC(=O)c1cc(-c2cccs2)on1 | -1.2 | 93 | -3 | 3 | -0.1 | -4 | -1.9 | -8 | 0 | 1
Cc1ccc(NC(=O)C2(C)CCN2C(=O)Cc2ccc(-c3ccccc3)cc2)cc1 (stereo not drawn) | 1.4 | 100 | -3 | -10 | 3.1 | -6 | 0.6 | -11 | 7 | -3
CCS(=O)(=O)Nc1cccc(C2=NN(S(=O)(=O)c3ccc(C)cc3)C(c3cccs3)C2)c1 (stereo not drawn) | -0.8 | 95 | -5 | -6 | -0.3 | 5 | 2.4 | 6 | -2 | 17
CCCN(C(=O)c1ccco1)c1nnc(-c2ccccc2C)s1 | -2.8 | 98 | -1 | 0 | 0.4 | -16 | 2.1 | -4 | 6 | 3
CCOc1nc(-c2ccccc2)ccc1-c1noc(-c2cccnc2)n1 | 0.5 | 98 | 0 | -2 | -0.1 | -3 | -1.6 | -6 | 0 | 5
O=C(O)c1cc([N+](=O)[O-])c(N2CCCC2)c([N+](=O)[O-])c1 | -0.4 | 96 | 2 | 3 | -0.1 | 2 | -1.9 | 9 | 2 | -1
Cc1cc(C)n(C(=O)/C(C#N)=C/N(C)C)n1 | 0.5 | 99 | 2 | 1 | 0.7 | 4 | -2.3 | 2 | 4 | 9
COc1ccc(OCCOC(=O)CNC(=O)c2cccc(C)c2)cc1 | -0.5 | 89 | 5 | 2 | 0.0 | 0 | 1.1 | 0 | 7 | 9
CCS(=O)(=O)n1nc(-c2cccnc2)nc1NCc1ccc(F)cc1 | -0.6 | 85 | 2 | -6 | -0.3 | -6 | -3.3 | -1 | 3 | 2
Cc1ccccc1N/N=C/c1sc(=O)n(Cc2cccc(C(=O)O)c2)c1Cl | 0.0 | 97 | 2 | 0 | 0.0 | 9 | 0.6 | -9 | 21 | 12
Cc1cccc(C)c1OCCOC(=O)c1n[nH]c2ccccc12 | 2.0 | 100 | -1 | 7 | 0.5 | 5 | 1.1 | -18 | -15 | -3
C=C(c1ccc(O)cc1)c1ccc(O)cc1 | -2.2 | 82 | 2 | 4 | -0.3 | -2 | -3.2 | 2 | -4 | 9
CCOc1cccc(CN2CCC(n3nccc3NC(=O)C3CC3)CC2)c1O | -0.4 | 94 | -2 | -2 | 0.1 | 11 | -4.4 | -1 | 6 | -2
O=C(CN1C(=O)CCSc2ccccc21)NC1CCCCC1 | -0.6 | 99 | 3 | 3 | -0.1 | -5 | 2.8 | 0 | 14 | -9
CCCn1ncc(CN2CCC(n3nccc3NC(=O)c3ccccc3Cl)CC2)c1C | -0.3 | 105 | -1 | 10 | -0.3 | 2 | 1.4 | 3 | -5 | 11
O=C1c2cccc3cccc(c23)C(=O)N1Cc1ccccc1 | -0.3 | 95 | -3 | 2 | -0.3 | -1 | 3.3 | 1 | 0 | -4

(continued)
SMILES | hiPSC survival | ABCB6 inh 2 | Glyco luc inh | m5-HT2A agonist | aDG glyco act | Exocytosis inh | MC4R ag barr | Cardio protect | MC4R antagonist | ABHD5 PLIN5 PPI
CCCc1ccc(C2=Nn3c(nnc3C(C)C)SC2)cc1 | 0.4 | 97 | 3 | -1 | 0.3 | 17 | -1.8 | -7 | 1 | -3
COc1ccc(C(=O)c2c[nH]cc2-c2ccccc2)cc1 | 4.8 | 105 | -2 | -3 | -0.1 | 0 | -2.0 | 0 | 13 | -4
Cc1ccccc1OCC(=O)NCCN(C)C | 2.6 | 100 | 0 | 2 | 0.0 | 0 | -1.0 | 1 | 15 | -5
O=C(/C=C\c1ccccc1)Nc1ccc(NC(=O)c2ccco2)cc1 | 0.6 | 84 | -3 | 0 | 0.1 | 30 | -0.5 | 21 | 2 | 6
CN(CC(=O)NCc1ccccc1Cl)S(=O)(=O)c1cccs1 | -0.1 | 94 | 1 | -6 | 0.0 | -14 | 1.6 | 6 | 2 | -3
Cc1cc(F)ccc1-c1cc(C(=O)NC2CCCCC2)[nH]n1 | 4.8 | 90 | -4 | 5 | 0.1 | -4 | -0.1 | -6 | 1 | -4
O=C(Nc1ccc(SC(F)F)cc1)c1cccc2nc3ccccc3nc12 | 0.3 | 115 | . | 2 | 0.0 | 0 | -0.6 | 8 | 0 | 3
CCOC(=O)c1ccc(NC(=S)NCCCN2CCOCC2)cc1 | -0.7 | 95 | 0 | -4 | -0.3 | 4 | -2.5 | 4 | 1 | 0
CS(=O)(=O)Nc1cccc(NC(=O)c2cccc3c(-c4cccnc4)coc23)c1 | -0.4 | 96 | -1 | 4 | -0.4 | 2 | 1.6 | 43 | 23 | 4
CC(=O)Nc1ccc(C(=O)COC(=O)Cc2ccsc2)c(F)c1 | -2.0 | 106 | 1 | -5 | -0.2 | 7 | 1.7 | -4 | -2 | -5
CC(=O)c1ccc(NC(=O)c2ccc([N+](=O)[O-])o2)cc1 | -0.8 | 97 | ? | 2 | 0.3 | 9 | -1.3 | -6 | 6 | -6
O=S(=O)(N/N=C\C=C\c1ccccc1)c1ccc(Br)cc1 | 3.2 | 103 | -4 | -2 | 0.6 | 0 | 7.0 | -5 | 11 | -3
Cc1cccn2c(=O)nc(SCC(=O)N3CC(C)OC(C)C3)nc12 (stereo not drawn) | -0.3 | 102 | -2 | 7 | 0.0 | 10 | -1.5 | 9 | 5 | 8
COCCNC(=O)CN(Cc1ccccc1)C(=O)CCC(=O)Nc1nccs1 | 1.2 | 101 | 2 | 4 | 0.0 | 4 | -1.4 | 6 | 8 | -1
COc1cccc(CN2CCC2(C)C(=O)Nc2cccc3cccnc23)c1F (stereo not drawn) | -0.6 | 95 | 14 | 2 | 0.1 | 11 | -0.2 | -14 | -8 | -3
Cc1noc(NS(=O)(=O)c2ccc(NC(=O)/C=C/c3ccccc3)cc2)c1C | -0.3 | 99 | 2 | 13 | -0.1 | 0 | -1.0 | 4 | 6 | 4
CCN(CC(=O)Nc1ccc(NC(C)=O)cc1)C(=O)COc1ccc2ccccc2c1 | -0.4 | 102 | 3 | -9 | 0.1 | 0 | 0.0 | -5 | 3 | 5
Cc1c(C(=O)NCc2ccccc2)sc(=O)n1Cc1ccccc1F | 0.5 | 98 | -11 | -2 | 0.2 | -1 | -0.6 | -4 | 4 | -1
Cc1ccc(/C=N/NC(=O)NC2CCCCC2)o1 | 1.1 | 100 | 1 | 2 | 0.2 | 0 | -2.5 | 3 | 1 | 4
Cc1ccc2[nH]c(=O)c(CC(=O)O)c(-c3ccccc3)c2c1 | -0.3 | 94 | 3 | 1 | -0.1 | 0 | -1.1 | 8 | 7 | 8
CC(C)(C)c1cc[n+](C2=C([O-])c3ccccc3C(=O)/C2=N\S(=O)(=O)c2ccccc2)cc1 | -0.7 | 95 | 2 | -1 | 0.2 | 12 | 0.9 | -5 | 0 | -1
CCOc1ccc(NC(=O)c2cccnc2Cl)c([N+](=O)[O-])c1 | 0.1 | 110 | 5 | -1 | -0.1 | -4 | -3.0 | 0 | 2 | -1
Cn1c(=O)[nH]c(=O)c2c1nc(SCC(=O)Nc1ccccc1)n2Cc1ccccc1 | -0.5 | 99 | -2 | -2 | 0.2 | -2 | -0.6 | 31 | -15 | 1
O=C(NCc1ccccc1Cl)c1ccc(S(=O)(=O)NCc2ccco2)cc1 | 0.3 | 97 | 1 | -12 | 0.1 | -4 | -3.3 | -4 | 0 | -11
COC(=O)c1c(C)c(C)nc(N)c1C#N | -3.6 | 98 | 1 | -1 | -0.2 | -1 | -0.1 | 0 | 5 | 7

Continued:
SMILES | hiPSC survival | ABCB6 inh 2 | Glyco luc inh | m5-HT2A agonist | aDG glyco act | Exocytosis inh | MC4R ag barr | Cardio protect | MC4R antagonist | ABHD5 PLIN5 PPI
CC(C)(C)c1ccc(C(=O)OCC(=O)Nc2sc3c(c2C#N)CCC3)cc1 | 0.9 | 95 | -2 | 6 | 0.0 | -2 | -0.4 | 2 | -4 | 6
O=C(CCn1c(=S)[nH]c2cc3c(cc2c1=O)OCO3)NCc1ccccc1Cl | -0.5 | 106 | -1 | -1 | 0.4 | -6 | 0.9 | -3 | -1 | 3
CC1CCN(CC(=O)Nc2ccccc2Sc2ccccc2)CC1 | -0.3 | 96 | -8 | -1 | 0.1 | -3 | 0.6 | -7 | 5 | -10
CC(OC(=O)c1nsc(Cl)c1Cl)C(=O)NC(C)(C)C (stereo not drawn) | 0.3 | 100 | 1 | -3 | -0.2 | -1 | -1.9 | 6 | 16 | -3
CCCN(C(=O)c1cc(C)ccc1C)c1c(N)n(Cc2ccccc2)c(=O)[nH]c1=O | 0.0 | 96 | 0 | 4 | 0.0 | -1 | -2.1 | 3 | 7 | 2
Cc1nccc(-c2sc(-c3cccs3)nc2C)n1 | -0.6 | 97 | -1 | 4 | -0.1 | -4 | 2.1 | -4 | -15 | 5
Brc1ccc2ncc3ccccc3c2c1 | 5.0 | 104 | -6 | 1 | 0.3 | 0 | -0.1 | -6 | 7 | 4
CCCCSCCCNC(=O)Nc1ccc(CC)cc1 | -0.4 | 104 | -1 | -5 | -0.1 | 4 | -1.6 | -7 | 10 | -10
